Screening results (PubChem BioAssay)
Lipid storage S3: qHTS Assay for Lipid Storage Modulators in Drosophila S3 Cells | Drosophila S3 cells, BODIPY lipid droplet fluorescence, 18-24 h; cells fed with added oleic acid | lipid storage change, negative = inhibition, % at the top dose, mostly 46.1 µM; hits show Potency in µM | actives 0.64% (n = 320,000); active = well fitted inhibition curve with a large enough effect in the signal ratio, with a control signal flat, not every such curve was filed as active; inconclusive = small, poorly fitted or top-dose-only effect, or effect the other way, or a change in a side signal; the % refers to the signal ratio
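Drosophila S3 cells loaded with oleic acid (400 uM, as added) and compounds at several concentrations; lipid droplets imaged by 488-nm laser-scanning cytometry, 500–530 nm intensity and object ratio to cell channel. Percent activity normalized to 20 uM Triacsin C.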
Lipid storage S3 cell count max: recorded beside Lipid storage S3, whose call it bears; cell number change, %; measured here: cell count max response;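 cells counted by Cell Tracker Red CMTPX staining in the red channel; peak over a dose series mostly up to 46.1 µM; percent activity relative to internal control wells on each plate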
* hit, by the source's call; i = inactive; ? = inconclusive; nt = no result given. % is scaled to controls: 0 for no effect and ±100 for the full control effect; potency is read from the fitted curve at half-maximal effect.

SMILES	Lipid storage S3	Lipid storage S3 cell count max
CCCNC(=O)c1ccc2c(=O)c(O)c(-c3ccc(F)cc3)[nH]c2c1	?	nt
O=C(O)CC(C(=O)OCC1CCCO1)N1CCOCC1 (configuration not stated)	-0.6%	0.7
COc1ccc(C(=O)Nc2nc(CC(=O)NCCc3cccc(OC)c3)cs2)cc1	?	nt
O=C(COc1ccccc1Cl)Nc1nnc(S(=O)(=O)N2CCCC2)s1	?	nt
C/C(=N/NC(=O)CNC(=O)CCc1ccccc1)c1ccc(Cl)cc1	?	nt
FC(F)(F)c1cc(Nc2ccccc2)nc(-c2ccccn2)n1	i	12.2
COc1ccc(/C=N/NC(=O)c2c(-c3ccccc3)noc2C)cc1[N+](=O)[O-]	?	nt
O=C(/C=C/c1ccc(Cl)c(Cl)c1)N1CCOCC1	1.0%	2.6
CCOc1ccc(S(=O)(=O)N2CCN(C(=O)c3ccco3)CC2)cc1	-19.8%	-25.7
COc1cc(C(CCN2CCN(c3ccccc3)CC2)c2c(OC)cc(OC)c3c(C)cc(=O)oc23)cc(OC)c1OC (configuration not stated)	?	nt
Cc1ccc(OCCCn2c(CO)nc3ccccc32)cc1	?	nt
Cc1nc(NC(C)c2ccccc2)c2c3c(sc2n1)CCC3 (configuration not stated)	?	nt
CCN=C1S/C(=C\c2ccc(O)c(OCC)c2)C(=O)N1CC	15.4%	-23.9
O=C1CC(N2CCN(c3ccccc3)CC2)C(=O)N1CCc1ccccc1 (configuration not stated)	11.9%	0.7
COc1ccc(CNn2c(-c3ccccc3F)nc3ccccc3c2=O)cc1OC	5.3%	-5.9
O=C(NCCc1ccccc1)C1(c2ccccc2)CC1(Cl)Cl (configuration not stated)	20.8%	8.5
CC1CCCCC12NC(=O)N(CC(=O)NCCc1ccc(S(N)(=O)=O)cc1)C2=O (configuration not stated)	?	nt
O=S(=O)(c1ccc(F)cc1)N1CCN(Cc2ccccn2)CC1	8.5%	-7.9
Cn1nnnc1SCC(=O)NCc1ccccc1	0.4%	2.9
O=C(NCCCN1CCOCC1)C(=O)N/N=C/c1ccccc1O	?	nt
COc1ccccc1NS(=O)(=O)c1c(C(=O)N2CCCC2)c(C)n(C)c1C	i	-15.4
Cc1ccc(NC(=O)CN2C(=O)C(=O)N(C3CCCC3)C2=O)cc1Cl	?	nt
CCOC(=O)c1c(C)[nH]c(C(=O)Cn2nnc(-c3ccccc3)n2)c1C	?	nt
CC(=O)c1ccc(OC(=O)COc2ccccc2Cl)cc1	?	nt
O=C(N1CCOCC1)C12CC3CC(C1)CC(c1ccccc1)(C3)C2	?	nt
O=C(N/N=C/c1ccccc1)c1c(O)c2ccccc2[nH]c1=O	?	nt
O=C(O)C1=C[C@@H](c2ccc3c(c2)OCO3)C[C@@H](OCCCCO)O1	-5.5%	1.1
COc1ccc(-n2cc(CNC3CCOCC3)c(-c3cccc(F)c3)n2)cc1	1.3%	3.1
CN(CC(=O)NCc1ccccc1Cl)CC(=O)Nc1ccccc1Br	?	nt
Cc1ccc(NC(=O)CCN2CC(C)OC(C)C2)cc1C (configuration not stated)	?	nt
CC(NC(=O)CNC(=O)c1ccc2c(c1)OCO2)c1ccc(S(N)(=O)=O)cc1 (configuration not stated)	?	nt
Cc1c2c(c(C)n1C)C(C(=O)NC1CCCCC1)N(Cc1ccccc1)C2=O (configuration not stated)	0.7%	nt
O=c1cc(CNc2cc(Cl)ccc2Cl)nc2sccn12	?	nt
Cc1ccc(N(C(=O)c2ccccc2Cl)C2=NC(C)CS2)c(C)c1 (configuration not stated)	?	nt
CCOC(=O)c1cc(Br)c(=O)n2ccccc12	-6.1%	9.0
C=CCn1c(SCC(=O)N2CCCCCC2)nc2ccccc2c1=O	?	nt
C=CCC(c1ccccc1F)N(CCN1CCOCC1)C(=O)Nc1cccc(Cl)c1 (configuration not stated)	?	nt
Cc1cc(NC(=O)CSc2nc(CCC3CCCC3)nc3ccccc23)no1	?	nt
CCOC(=O)c1sc(NC(=O)CSCc2c(C)noc2C)nc1C	?	nt
CN(C(=O)c1ccc(N2CCOCC2)c([N+](=O)[O-])c1)C1CCCCC1	-7.9%	7.0
CN(Cc1cnn(C)c1)C(=O)C1CCC(=O)N(C2CCCCCC2)C1 (configuration not stated)	i	10.1
Nc1cc(Cl)ccc1N1CCCC1	?	nt
Fc1ccc(Cn2c(SCc3ccc(F)c(F)c3)nnc2C(F)(F)F)cc1	?	nt
CCOc1cc(S(=O)(=O)N2CCCCC2)ccc1Cl	9.0%	nt
CCC(=O)N1CCc2cc(S(=O)(=O)NCCC(=O)Nc3ccc(OC)cc3)ccc21	?	nt
Cc1ccc(S(=O)(=O)C(F)(F)F)cc1NC(=O)c1cccnc1	-2.3%	-3.4
COc1ccc(-c2csc(N3C(=O)CNC3=S)n2)cc1	?	nt
CNS(=O)(=O)c1cc(Cl)ccc1Sc1ccccc1C(=O)O	-20.9%	-1.6
OC(CNC1CCCCC1)COCCOc1ccc(Br)cc1 (configuration not stated)	?	nt
CCC(Nc1ccc(OC)cc1)C(=O)N/N=C/c1ccc([N+](=O)[O-])cc1 (configuration not stated)	?	nt
CCc1ccc2c(c1)C(NC(C)=O)C(=O)N2CC (configuration not stated)	15.2%	-26.8
O=C(NCc1ccccc1)Nc1cc(Cl)ccc1Cl	?	nt
O=C(NCC1CCCO1)C1c2ccccc2C(=O)N1C1CCCCCCC1 (configuration not stated)	?	nt
O=C(N/N=C/c1ccco1)c1cc(-c2ccc(Br)s2)[nH]n1	?	nt
C/C(=N\NC(=O)c1cccc(S(=O)(=O)N2CCOCC2)c1)c1cc2ccccc2o1	-7.1%	6.5
O=C(CCn1ccc2cc(S(=O)(=O)N3CCCC3)ccc21)NCc1ccccc1	i	-14.3
COc1ccc(NC(=O)c2ccccc2[N+](=O)[O-])cc1OC	?	nt
Cc1c(C)c2c(OCC(=O)NCC(C)C)cc3c(c2oc1=O)CCC(C)(C)O3	?	nt
O=C(CCS(=O)(=O)c1cccc2nsnc12)N1CCN(c2ccccc2F)CC1	3.4%	11.0
COC(=O)C1=C(C)C(c2ccc(OC)cc2)NC(=O)N1 (configuration not stated)	1.1%	10.8
Following part.
SMILES	Lipid storage S3	Lipid storage S3 cell count max
COc1ccccc1N1CCN(S(=O)(=O)c2ccc(-c3cnc(C4CC4)o3)cc2)CC1	?	nt
N#C/C(=C\c1ccc(O)c(O)c1)C(=O)NCCc1ccccc1	?	nt
O=[N+]([O-])c1ccc(CSC2=NCCN2)cc1	?	nt
C/C(=N\NC(=O)Cn1nc(C)c([N+](=O)[O-])c1C)c1ccc(O)cc1	?	nt
Cc1ccc(Nc2nc(-c3c(C)nc4ccccn34)cs2)cc1	?	nt
COC(=O)CCNC(=O)CCc1ccc(S(=O)(=O)N2CCCCCC2)cc1	?	nt
COC(=O)c1ccc(C)c(NC(=O)c2nn(C)c(=O)c3ccccc23)c1	?	nt
Cc1ccc(C(C)C)c(OCC(=O)N/N=C/c2ccc(S(=O)(=O)O)o2)c1	8.7%	6.3
N#Cc1ccsc1NC(=O)c1cnccn1	16.3%	-0.2
CC(=O)Nc1ccc(NC(=O)C/C(C)=N/NC(=O)C(=O)N2CCCC2)cc1	-4.2%	-10.2
CCOC(=O)c1ccc(NC(=O)C2CCCN(c3cnccn3)C2)cc1 (configuration not stated)	?	nt
O=C(Nc1nc(-c2ccc(Cl)cc2)cs1)c1cccnc1	?	nt
O=C1OC(c2ccccc2)=C/C1=C\N1CCOCC1	6.4%	12.0
CCOc1ccc(C(=O)NCC(=O)OCC(=O)Nc2cccc(S(=O)(=O)N3CCCC3)c2)cc1	?	nt
C/C=C(\C)C(=O)Nc1cccc(C2=NOC3(C2)C[C@@H](C(N)=O)N(C(=O)c2ccccc2C(=O)c2ccccc2)C3)c1 (some centres not stated)	-0.4%	-8.3
CC(OCC(O)CNCC1COc2ccccc2O1)c1ccc(Cl)cc1 (configuration not stated)	?	nt
Cc1cc(C)c(OCCCCN2CCC(C)CC2)c(Br)c1	?	nt
Cc1cc([N+](=O)[O-])nn1Cc1ccccc1F	?	nt
CCC(=O)NC(=S)Nc1ccccc1OC	?	nt
Cc1ccc(NC(=O)COC(=O)CCC(=O)c2cccs2)cc1C	?	nt
c1coc(Cn2c(SCc3nc4ccccc4[nH]3)nnc2-c2cccs2)c1	?	nt
Cc1cc(NS(=O)(=O)c2ccc(NC(=O)c3ccc(Cl)cc3Cl)cc2)no1	?	nt
CC(=O)C1=C(O)C(=O)N(CCN2CCOCC2)C1c1ccccc1 (configuration not stated)	20.6µM*	1.7*
COc1ccccc1NC(=O)CSc1nnc(NC(=O)c2ccco2)s1	?	nt
O=C(Nc1ccc(F)cc1)C(=O)C1C(=O)Nc2ccccc21 (configuration not stated)	?	nt
CCCCOc1cccc(C(=O)N(Cc2ccco2)C2CCS(=O)(=O)C2)c1 (configuration not stated)	?	nt
O=C(NCc1cccc(CNC(=O)c2ccco2)c1)c1ccco1	?	nt
CCN(CC)S(=O)(=O)c1ccc(OC)c(-n2cnnn2)c1	?	nt
COc1ccc(-c2cc(C(F)F)nc(-n3nc(C)cc3C)n2)cc1	?	nt
CCOC(=O)c1cnn2c(C(F)(F)F)cc(-c3ccccc3)nc12	17.7%	-23.1

Single records, from the list above. Order of values: Lipid storage S3, Lipid storage S3 cell count max
O=C1CC(N2CCN(c3ccccc3)CC2)C(=O)N1CCc1ccccc1 (configuration not stated) reads 11.9%, 0.7
O=C(NCC1CCCO1)C1c2ccccc2C(=O)N1C1CCCCCCC1 (configuration not stated) reads ?, nt
O=C(CCS(=O)(=O)c1cccc2nsnc12)N1CCN(c2ccccc2F)CC1 reads 3.4%, 11.0
C=CCn1c(SCC(=O)N2CCCCCC2)nc2ccccc2c1=O reads ?, nt
C=CCC(c1ccccc1F)N(CCN1CCOCC1)C(=O)Nc1cccc(Cl)c1 (configuration not stated) reads ?, nt

Additional entries follow.
SMILES	Lipid storage S3	Lipid storage S3 cell count max
CCCCN1C(=O)C(=Nc2cccc3cnccc23)c2ccccc21	17.9%	41.1
Cc1nn(-c2cc(N3CCOCC3)ccc2[N+](=O)[O-])c(=O)c2ccccc12	?	nt
CC(C)CNCC1OCc2ccccc2CO1	-22.0%	nt
Cc1ccc(C(=O)O/N=C/c2c(Cl)n(C)c3ccccc23)cc1	2.0%	2.0
O=C(N/N=C/c1ccco1)c1cccc(N2CCCC2=O)c1	17.9%	3.0
CCC1(C)Cc2ccccc2-c2nc3n(c(=O)c21)CCCCC3 (configuration not stated)	?	nt
COc1cccc(-c2nc(CS(=O)(=O)CC(=O)Nc3cccc(C(C)=O)c3)c(C)o2)c1	?	nt
CN(CC1COc2ccccc2O1)C(=S)NC1CCCCC1 (configuration not stated)	1.6%	9.6
Cc1c(/C=N/NC(=O)c2cc(C(C)(C)C)[nH]n2)c2ccccc2n1C	-2.1%	1.6
NNC(=O)/C(=N/Nc1ccccc1)S(=O)(=O)c1ccc(Cl)cc1	?	nt
COCCNC(=O)Cn1cc(/C=C(\C#N)C(=O)NC2CC2)c2ccccc21	?	nt
Cc1cc(-c2csc(N)n2)c(C)n1CCC(C)C	?	nt
Cc1cccc(Nc2nc(C)cc(C)n2)c1	16.8%	-1.2
Cc1cc(C)n(-c2ccc(C(=O)Nc3nc4ccccc4s3)cc2)n1	18.1%	-21.7
Cc1ccc(C(=O)Nn2c(C)nc3ccccc3c2=O)cc1C	?	nt
CCCOc1ccc(-c2nc(SCc3ccccc3)[nH]c(=O)c2C#N)cc1OC	?	nt
O=C1CCN(C(=O)/C=C/c2ccccc2)c2ccccc21	20.3%	4.9
O=C(NCCCN1CCCC1=O)c1ccc(CNS(=O)(=O)c2ccc(F)cc2)cc1	?	nt
COc1cc(OC)cc(C(=O)NCc2cc(C)nc3ccccc23)c1	i	nt
Cc1cc(C)n2ncnc2n1	?	nt
CCOC(=O)C1CCCN(C(=O)c2ccc3c(c2)OCO3)C1 (configuration not stated)	0.5%	-3.0
CC(/C=N/N1CCN(Cc2ccccc2)CC1)=C\c1ccccc1	?	nt
CC1CC(C)CN(CCOc2ccccc2-c2ccccc2)C1 (configuration not stated)	-4.8%	-3.4
CCOC(=O)C1CC(c2ccccc2)=NNC1=O (configuration not stated)	?	nt
O=C(Cc1ccccc1)NCc1ccncc1	?	nt
Cc1cccc(NC(=O)NCc2ccc3c(c2)cc(C)n3C)c1	?	nt
O=C(COC(=O)c1ccc(Cl)nc1)NNC(=O)c1ccc(Br)cc1	-16.9%	-2.8
O=C(O)C1CCCCC1C(=O)NCCc1cccc(Cl)c1 (configuration not stated)	-11.6%	-1.2
CCOC(=O)c1c(NC(=O)CSc2nc3ccccc3[nH]2)sc2c1CC(C)(C)NC2(C)C	1.4%	nt
CC1=CC(C)C(C(=O)O)C(C(=O)O)C1 (configuration not stated)	1.7%	-4.8

Shown as a markdown table: part of the list above.
| Molecule | Lipid storage S3 | Lipid storage S3 cell count max |
| --- | --- | --- |
| CC1CC(C)CN(CCOc2ccccc2-c2ccccc2)C1 (configuration not stated) | -4.8% | -3.4 |
| CCOC(=O)C1CC(c2ccccc2)=NNC1=O (configuration not stated) | ? | nt |

Next results.
SMILES	Lipid storage S3	Lipid storage S3 cell count max
CC12CC3CC(C)(C1)CC(C(=O)NC1=NCCS1)(C3)C2	?	nt
CN(C)S(=O)(=O)c1cccc(NC(=O)COC(=O)CNC(=O)c2ccccc2F)c1	i	nt
COc1ccc(C(=O)Nc2ccc(S(=O)(=O)N3CCN(C)CC3)cc2)cc1[N+](=O)[O-]	5.1%	-3.2
Cc1noc(C)c1S(=O)(=O)N(CC(=O)NCc1ccc(F)cc1)c1ccc(C(C)C)cc1	?	nt
CCCn1c(N)c(N(CCOC)C(=O)c2ccc(-c3ccccc3)cc2)c(=O)[nH]c1=O	?	nt

These rows are one share of the data (hit frequency here may not be typical).
